From PubChem BioAssay
uPA generation: blocks generation of uPA at the cell surface | cell surface uPA generation assay, qHTS | Potency, µM (top dose mostly 38.3 µM), inactives show top-dose activity change, negative = inhibition, actives largely listed as inhibitors | hit rate 0.31% among 330,000; active = well fitted inhibition curve with a large enough effect; inconclusive = small, poorly fitted or top-dose-only effect; inactive = no such curve, though single readings can be large or run the other way; tested in mouse RAW 264.7 cells; note: potency is the fitted concentration of half-maximal effect; % is set by controls: 0 for no effect and ±100 for the full control effect; nearly all actives have a fitted effect of over 55% in size
PTAP TSG101 blk: blocks PTAP/TSG101 interaction to inhibit HIV-1 budding | Fluorescence polarization, FITC-PTAP peptide / Tsg101 binding | Potency, µM (top dose mostly 115 µM), inactives show at the highest dose activity change, negative = inhibition, usual class: inhibitors | Q99816 | 340,000 tested, under 10 active | AID 493005; active = well fitted inhibition curve with a large enough effect in the main read-out, with a control signal flat, not every such curve was filed as active; inconclusive = small, poorly fitted or top-dose-only effect, or effect the other way, or a change in a side signal; inactive = no such curve, though single readings can be large or run the other way; note: potency is the fitted concentration of half-maximal effect; % of control where 0% means no effect
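Fluorescence polarization binding of Tsg101 binding domain (10 uM final) to FITC-labeled PTAP peptide (50 nM final) in HEPES pH 7.5 buffer with NaCl, Tween 20, EDTA, TCEP. Compounds added before peptide; binding 20 min at RT.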
Tb PFK block: T. brucei PFK enzyme inhibition | Potency, µM (doses to about 57.5 µM), for the others: at the top dose activity, negative = inhibition, actives largely listed as inhibitors | hit rate 0.17% among 330,000 | AID 485367 | O15648 | T. brucei PFK, ADP-Glo luminescence;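 note: potency is the fitted concentration of half-maximal effect; 0% = uninhibited 1x PFK enzyme wells and -100% = no-enzyme wells; nearly all actives have a fitted effect of over 60% in size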
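Compounds were pin-transferred as a titration series up to 57 uM into substrate buffer (0.5 mM F6P, 0.1 mM ATP, pH 8.0), then 1.25 nM PFK was added and reactions ran 45 min before ADP-Glo detection.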
Mito fusion act: inhibitors of mitochondrial division or activators of mitochondrial fusion | S. cerevisiae fusion-defective mutant growth rescue, CellTiterGlo 48 h | Potency, µM (series often up to 46.1 µM), inactives show top-dose growth rescue (activation), usual class: activators | hit rate 0.23% among 320,000 | AID 485298;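 note: potency is the fitted concentration of half-maximal effect; % of control where 0% means no effect; nearly all actives have a fitted effect of over 45% in size; temperature-sensitive fusion mutants such as fzo1-1 at 37 °C on non-fermentable ethanol glycerol medium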
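Compounds are tested for their ability to restore growth of mitochondrial fusion-defective yeast strains at non-permissive 37C in YPEG medium over 48 hours. Viability is quantified by luciferase luminescence.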
TSHR antag: blocks TSH signaling through the human TSH receptor | P16473 | TSHR-expressing cells, TSH-stimulated cAMP HTRF, 2 h; stronger effect = lower value | activity change, negative = inhibition, % at 11.5 µM | hit rate 0.2% among 330,000 | AID 504810;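 active = activity change below a set negative limit, meaning inhibition stronger than a set level, cut at about -70% in these data; inconclusive = activity change between two set negative limits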; note: % is set by controls: 0 for no effect and ±100 for the full control effect
Target sequence (P16473 whole entry, looked up): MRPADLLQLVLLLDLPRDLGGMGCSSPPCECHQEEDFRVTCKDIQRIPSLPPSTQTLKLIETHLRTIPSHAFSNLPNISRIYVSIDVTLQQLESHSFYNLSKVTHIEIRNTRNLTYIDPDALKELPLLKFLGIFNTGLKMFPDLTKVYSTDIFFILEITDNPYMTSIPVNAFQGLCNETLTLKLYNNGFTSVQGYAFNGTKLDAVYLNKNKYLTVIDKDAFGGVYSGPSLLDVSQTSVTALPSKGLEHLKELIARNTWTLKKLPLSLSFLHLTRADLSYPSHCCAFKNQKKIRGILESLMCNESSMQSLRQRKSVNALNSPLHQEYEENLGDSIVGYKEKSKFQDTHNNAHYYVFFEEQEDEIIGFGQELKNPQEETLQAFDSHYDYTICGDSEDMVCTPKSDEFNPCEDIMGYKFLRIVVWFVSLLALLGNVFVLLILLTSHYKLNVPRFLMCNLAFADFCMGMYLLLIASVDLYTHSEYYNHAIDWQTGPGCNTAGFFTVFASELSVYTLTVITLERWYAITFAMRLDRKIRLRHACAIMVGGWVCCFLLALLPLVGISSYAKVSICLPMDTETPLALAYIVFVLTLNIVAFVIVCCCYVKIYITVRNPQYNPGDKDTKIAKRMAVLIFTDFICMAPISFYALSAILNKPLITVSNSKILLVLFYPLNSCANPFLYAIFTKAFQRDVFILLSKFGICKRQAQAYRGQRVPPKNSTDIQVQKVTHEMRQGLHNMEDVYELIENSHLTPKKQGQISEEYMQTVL
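TSHR-expressing cells, 200/well, pre-treated with compound, then stimulated with EC80 TSH (4nM final) for 2 hours at 37 deg C. cAMP measured by competitive HTRF: anti-cAMP cryptate antibody in lysis buffer plus cAMP-d2, read after 30 minutes at room temperature.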
Chronic BCR inh: inhibitors of chronic active B-cell receptor signaling; AID 493014; ABC-DLBCL IkBa-CBG/CBR reporter, luminescence ratio, 4 h; Potency, µM (doses to about 46.1 µM), inactives show top-dose ratio change, negative = lower green/red ratio, actives largely listed as inhibitors; hit rate 0.05% among 340,000; active = well fitted inhibition curve with a large enough effect in the signal ratio, with a control signal flat, not every such curve was filed as active; inconclusive = small, poorly fitted or top-dose-only effect, or effect the other way, or a change in a side signal; the % refers to the signal ratio;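 note: potency is the fitted concentration of half-maximal effect; plate controls were basal doxycycline-induced cells for no effect and cells given 10 µM MG132 for full effect; MG132 reads +100%, hits lower the ratio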
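Compounds up to 46 uM were incubated four hours with TMD8 cells whose green CBG68 luciferase is fused to IkappaBalpha; red CBR luminescence normalised the signal, and concentration-effect curves were fitted to fusion, red and ratio data.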
B2AR arrestin: recruits beta-arrestin to the human beta2-adrenergic receptor | P07550 | beta-arrestin recruitment to beta2AR, cell-based reporter | Potency, µM (doses to about 46.1 µM), without a hit: at the top dose activation, actives largely listed as activators | hit rate 0.02% among 330,000 | AID 492947;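 note: potency is the fitted concentration of half-maximal effect; 0% = DMSO controls and full agonism = EC100 isoproterenol or metaproterenol; nearly all actives have a fitted effect of over 65% in size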
USP2a block: USP2a (human) protease inhibition. O75604. USP2 core, Ub-CHOP2 coupled fluorogenic reporter, 485/531. Potency, µM (highest dose often 38.3 µM), for the others: at the top dose activity change, negative = inhibition, most hits filed as inhibitors. hit rate 0.01% among 330,000. AID 463254;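 note: potency is the fitted concentration of half-maximal effect; plate controls were DMSO wells for no effect and full inhibition by NEM control for full effect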
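USP2 core (10nM final) preincubated 30min RT with compound in 20mM Tris-HCl pH 8.0, 2mM CaCl2, 2mM beta-mercaptoethanol, 0.05% CHAPS; 25nM Ub-CHOP2 plus 25nM reporter substrate added, fluorescence (Ex485/Em531) read after 60min.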
ELG1 repair inh: inhibitors of ELG1-dependent DNA repair in HEK293T cells | HEK293T ELG1-luciferase reporter, luminescence, 16 h; DNA damage induced by 5-fluorouridine | Potency, µM (doses to about 46.1 µM), for the others: top-dose activity change, negative = inhibition, actives largely listed as inhibitors | hit rate 2.3% among 330,000 | AID 504467; note: potency is the fitted concentration of half-maximal effect; % is set by controls: 0 for no effect and ±100 for the full control effect; nearly all actives have a fitted effect of over 55% in size
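Cells (2,000 per well) received 5-fluorouridine plus test compound or DMSO and were incubated 16 hr at 37 °C, 5% CO2. Luciferase activity was read by luminescence 30 min after ONE-Glo addition; signal suppression marked inhibition of damage-induced ELG1 function.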
TCR act: T cell receptor activation; primary human leukocytes, anti-CD3, IL-2 HTRF, 48 h; 330,000 tested, under 10 active; AID 504894; Potency, µM (top dose mostly 9.22 µM), inactives show at the top dose activation of IL-2 secretion, actives largely listed as activators; note: % of control where 0% means no effect
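HTRF read-out of IL-2 secretion: europium cryptate donor excited at 320nm, d2 acceptor emission at 665nm. Cells were primary human leukocytes incubated 48 hr with compounds and a-CD3 beads, supplying TCR signal only.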
Eya2 inh: blocks the phosphatase activity of human Eya2; O00167; recombinant Eya2, OMFP fluorescence dephosphorylation (OMFP is methylfluorescein phosphate); Potency, µM (highest dose often 76.9 µM), for inactives: top-dose activity, negative = inhibition, most hits filed as inhibitors; hit rate 0.006% among 330,000; AID 488837; note: potency is the fitted concentration of half-maximal effect; % is set by controls: 0 for no effect and ±100 for the full control effect
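Eya2 (0.2 uM) preincubated 10 min at ambient with compound, then OMFP substrate added at 50 uM; 10 min reaction in 50 mM HEPES pH 7.5, 50 mM NaCl, 5 uM MgCl2, 0.05% BSA, 1 mM DTT. Fluorescence read at Ex 485/Em 525 nm.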
An asterisk follows results filed as active; ? = inconclusive; . = not tested or not shown; & = joins results of further samples. Unless noted, calls come from the whole dose curve; as a rule, active = well fitted curve in the direction sought with a large enough effect; inconclusive = small, poorly fitted or top-dose-only effect, or another doubt; inactive = no such curve, though single readings can be large; an effect the other way counts as inactive or inconclusive. Not all compounds are listed. The share of hits here may be higher or lower than overall.

SMILES	uPA generation	PTAP TSG101 blk	Tb PFK block	Mito fusion act	TSHR antag	Chronic BCR inh	B2AR arrestin	USP2a block	ELG1 repair inh	TCR act	Eya2 inh
CC1(C)OC2CC3C4CC(F)C5=CC(=O)C=CC5(C)C4(F)C(O)CC3(C)C2(C(=O)CO)O1 (stereo not given)	-1.4%	-2.8%	-14.1%	-0.1%	-9.4	?	0.5%	1.2%	?	-0.1%	0.8%
Nc1ccc(C(=O)Nc2ccccc2N)cc1	?	0.0%	1.0%	-0.3%	15.4	?	0.2%	2.7%	?	6.9%	-4.4%
Cc1onc(-c2ccccc2Cl)c1C(=O)N[C@@H]1C(=O)N2[C@@H]1SC(C)(C)[C@@H]2C(=O)O	-10.3%&17.2%	-0.3%&-1.1%	-2.3%	-0.3%	-3.5	-11.5%	-0.1%	-0.2%	3.4%	-9.7%&-1.9%	-29.2%
COc1c(O)cc2c(c1O)C1OC(CO)C(O)C(O)C1OC2=O (stereo not given)	18.0%	-1.6%	-0.5%	-7.5%	-2.8	-0.8%	-0.2%	1.3%	23.4%	1.5%	-25.6%
CC(C)=CC(=O)O[C@@H]1Cc2cc3ccc(=O)oc3cc2OC1(C)C	-0.8%	-5.5%	2.0%	9.2%	-24.2	-20.9%	0.2%	3.5%	?	-0.4%	-24.3%
Cc1nc2c3ccccc3nc(NNC(=O)CCC(=O)N3CCN(c4ccccc4)CC3)n2n1	5.2%	2.4%	-6.2%	3.4%	-16.0	1.9%	0.1%	1.8%	2.3%	2.7%	3.8%
NS(=O)(=O)c1cc2c(cc1C(F)(F)F)NC(Cc1ccccc1)NS2(=O)=O (stereo not given)	3.8%	-2.9%	0.9%	0.1%	-5.2	-0.5%	0.1%	-3.1%	13.6%	-1.8%	1.4%
CN1CCC(=C2c3ccccc3CCc3sccc32)CC1	?	-1.3%	0.0%&-4.6%	26.9%	-10.3&-14.1	?	-0.3%&-0.2%	2.1%&2.3%	-18.7%	-9.3%	-4.6%&-4.6%
CCCn1ncc(CN2CCCC(C(=O)c3cccc(OC(C)C)c3)C2)c1C (stereo not given)	-7.7%	-3.3%	0.0%	-3.0%	26.8	2.6%	-0.5%	-8.6%	3.5%	-2.3%	7.0%
O=C(O)[C@@H]1[C@H]2C[C@H]3c4[nH]c5ccccc5c4CCN3C[C@@H]2CC[C@@H]1O	12.4%	?	-9.9%	1.5%	0.2	4.7%	-0.1%	5.6%	9.0%	2.1%	-19.8%
COc1ccccc1OCC(O)COC(N)=O (stereo not given)	14.5%	-3.2%	-6.0%	-3.8%	-3.2	-12.0%	0.3%	4.8%	-3.1%	-1.5%	2.8%
CCOC(=O)C1(CCOc2ccccc2)CCN(Cc2ccc(O)c(Cl)c2)CC1	?	-0.7%	1.4%	0.0%	5.9	-4.8%	4.7%	2.2%	?	1.9%	-7.3%
CCCOc1ccccc1-c1nc2n[nH]nc2c(=O)[nH]1	5.6%	-0.3%	.	10.5%	-20.9	.	.	.	.	1.5%	7.3%
CC(=O)[C@H]1CC[C@H]2[C@@H]3C[C@H](C)C4=CC(=O)CC[C@]4(C)[C@H]3[C@@H](O)C[C@]12C	-2.3%	1.2%	3.9%	-4.5%	-13.2	?	-0.3%	2.0%	0.3%	1.7%	2.4%
O=C1NCC2(CCN(CCc3ccccc3)CC2)O1	15.1%	-1.1%	-1.5%	-22.4%&7.4%	-13.3&1.1	-2.5%	-0.5%	-5.5%	8.2%	14.3%	1.2%&14.3%
CC(=O)O[C@]1(C(C)=O)CC[C@H]2[C@@H]3C=C(Cl)C4=CC(=O)[C@@H]5C[C@@H]5[C@]4(C)[C@H]3CC[C@@]21C	3.4%&-6.7%	0.1%&-7.4%	-3.9%	20.6µM*	-6.3&-20.3	1.8%	0.1%	-1.1%	-10.2%	-1.9%&-4.7%	-5.7%&-7.1%
CCC[C@H](N[C@@H](C)C(=O)N1[C@H](C(=O)O)C[C@@H]2CCCC[C@@H]21)C(=O)OCC	-3.6%	-2.8%	-6.1%	3.5%	0.3	3.0%	-0.1%	2.5%	9.2%	-29.7%	-5.1%
N=C(N=C(N)N)N1CCOCC1	3.2%	-2.7%	2.4%	1.9%	-8.2	-19.1%	-0.2%	3.4%	27.1%	-4.3%	-28.5%
Nc1cc(-c2ccncc2)c[nH]c1=O	0.8%	-5.7%	?	3.2%	3.1	0.4%	-0.4%	8.0%	?	-0.5%	-6.1%
Cc1cc(C)nc(/N=C(\N)Nc2ccc(S(N)(=O)=O)cc2)n1	0.5%	-0.2%	7.5%	0.0%	1.6	14.8%	-0.1%	-1.1%	2.6%	-2.6%	-25.1%
Cc1coc2c1C(=O)C(=O)c1c-2ccc2c1CCCC2(C)C	-29.8%	-2.0%	-8.2%	3.9%	-8.9	8.6%	-0.1%	-2.2%	?	-17.6%	-5.7%
CC1(C)O[C@H]2CC(=O)OCC23[C@H]2CC[C@@]4(C)[C@H](c5ccoc5)OC(=O)[C@H]5O[C@]54[C@]2(C)C(=O)C[C@@H]13 (stereo not given in full)	-11.3%	-2.1%	-3.6%	5.4%	1.9	13.6%	0.0%	3.2%	7.7%	-3.9%	-0.7%
C/C=C/C=N\NC(=O)c1ccncc1	-13.8%	1.5%	-2.9%	2.6%	8.9	-14.0%	-0.4%	-5.1%	-18.9%	2.3%	4.2%
CCOc1ccc(S(=O)(=O)N2CCCCCC2)c2ccccc12	.	2.5%	5.1%	-0.1%	-12.5	2.3%	-0.1%	2.2%	3.0%	-6.9%	16.0%
COc1nc(C)nc(Cl)c1NC1=NCCN1	-2.5%&-2.1%	-2.2%&1.6%	4.8%	-11.0%	-11.0&-6.5	1.1%	4.8%	0.7%	4.2%	-10.4%&-7.3%	1.0%&-3.7%
CC(C)Cn1cnc2c1c(=O)n(C)c(=O)n2C	-2.1%	-0.9%	3.9%	-4.5%	-1.9	1.3%	-0.2%	2.6%	18.7%	-0.3%	-5.6%
CCCCCCCCO	6.9%	-0.2%	-0.1%	-4.8%	-2.5	-5.6%	0.1%	0.5%	8.3%	7.4%	-4.4%
CC(=O)N1C[C@H](O)C[C@H]1C(=O)O	1.8%	-1.2%	-0.7%	2.4%	3.3	0.4%	-0.2%	-0.1%	7.6%	0.4%	4.2%
CC1=NN(c2ccccc2)C(=O)C1	5.3%	-2.4%	-2.2%	-1.7%	-26.4	?	-0.9%	-1.1%	4.6%	-0.4%	5.0%
O=C(O)COC(=O)Cc1ccccc1Nc1c(Cl)cccc1Cl	15.0%	0.2%	-5.4%	3.3%	-4.9	4.3%	0.3%	-0.4%	9.7%	6.3%	23.2%

Whole records, quoted from the list. Screens in order: uPA generation, PTAP TSG101 blk, Tb PFK block, Mito fusion act, TSHR antag, Chronic BCR inh, B2AR arrestin, USP2a block, ELG1 repair inh, TCR act, Eya2 inh
Entry for CC(C)Cn1cnc2c1c(=O)n(C)c(=O)n2C : -2.1%, -0.9%, 3.9%, -4.5%, -1.9, 1.3%, -0.2%, 2.6%, 18.7%, -0.3%, -5.6%
Entry for C/C=C/C=N\NC(=O)c1ccncc1 : -13.8%, 1.5%, -2.9%, 2.6%, 8.9, -14.0%, -0.4%, -5.1%, -18.9%, 2.3%, 4.2%
Entry for CC(=O)N1C[C@H](O)C[C@H]1C(=O)O : 1.8%, -1.2%, -0.7%, 2.4%, 3.3, 0.4%, -0.2%, -0.1%, 7.6%, 0.4%, 4.2%

Looked up by structure from above, 2 records:
SMILES	uPA generation	PTAP TSG101 blk	Tb PFK block	Mito fusion act	TSHR antag	Chronic BCR inh	B2AR arrestin	USP2a block	ELG1 repair inh	TCR act	Eya2 inh
CC1=NN(c2ccccc2)C(=O)C1	5.3%	-2.4%	-2.2%	-1.7%	-26.4	?	-0.9%	-1.1%	4.6%	-0.4%	5.0%
CCOc1ccc(S(=O)(=O)N2CCCCCC2)c2ccccc12	.	2.5%	5.1%	-0.1%	-12.5	2.3%	-0.1%	2.2%	3.0%	-6.9%	16.0%
